TrxR1 inh: qHTS Assay for Inhibitors of Mammalian Selenoprotein Thioredoxin Reductase 1 (TrxR1): qHTS; recombinant rTrxR1, NADPH fluorescence consumption, selenite substrate; Potency, µM (series often up to 114 µM), inactives show at the top dose activity change, negative = inhibition, most hits filed as inhibitors; actives 1% (n = 390,000); also: potency is read from the fitted curve at half-maximal effect; % is scaled to controls: 0 for no effect and ±100 for the full control effect; nearly all actives have a fitted effect of over 65% in size
Target sequence (O89049 whole entry, looked up): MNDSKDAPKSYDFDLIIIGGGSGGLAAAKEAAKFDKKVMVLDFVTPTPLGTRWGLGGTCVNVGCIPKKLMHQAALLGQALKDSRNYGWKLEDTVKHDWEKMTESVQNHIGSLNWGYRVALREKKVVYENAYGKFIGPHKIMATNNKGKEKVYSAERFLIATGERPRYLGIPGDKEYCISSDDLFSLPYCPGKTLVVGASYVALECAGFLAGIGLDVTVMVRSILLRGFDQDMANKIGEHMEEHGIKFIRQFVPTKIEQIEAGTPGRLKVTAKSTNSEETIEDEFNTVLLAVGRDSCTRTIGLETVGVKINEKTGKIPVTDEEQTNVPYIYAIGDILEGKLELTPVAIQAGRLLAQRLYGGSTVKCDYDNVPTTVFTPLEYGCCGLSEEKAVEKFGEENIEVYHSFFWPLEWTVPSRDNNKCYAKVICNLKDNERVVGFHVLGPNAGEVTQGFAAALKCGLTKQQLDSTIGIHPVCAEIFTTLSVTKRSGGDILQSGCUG
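Rat TrxR1 (90 nM in the dispensed reagent) was pre-reduced with 400 uM NADPH for 5 min at room temperature, then incubated with compound for 15 min. After 400 uM selenite was added, NADPH fluorescence (Ex 340/Em 450 nm) was followed for 8 min.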
TRHR enhancer: qHTS for Small Molecule Agonists and Allosteric Enhancers of Human TRH Receptor: Primary Screen for Enhancers; Thyrotropin-releasing hormone receptor (Homo sapiens), P34981; TRHR cells, fluo-8 calcium fluorescence, EC20 TRH enhancement; enhancement, % at 2 µM; actives 0.66% (n = 360,000); in the data active = enhancement above about 30%; also: 0% is about no effect
Target sequence (P34981 whole entry, looked up): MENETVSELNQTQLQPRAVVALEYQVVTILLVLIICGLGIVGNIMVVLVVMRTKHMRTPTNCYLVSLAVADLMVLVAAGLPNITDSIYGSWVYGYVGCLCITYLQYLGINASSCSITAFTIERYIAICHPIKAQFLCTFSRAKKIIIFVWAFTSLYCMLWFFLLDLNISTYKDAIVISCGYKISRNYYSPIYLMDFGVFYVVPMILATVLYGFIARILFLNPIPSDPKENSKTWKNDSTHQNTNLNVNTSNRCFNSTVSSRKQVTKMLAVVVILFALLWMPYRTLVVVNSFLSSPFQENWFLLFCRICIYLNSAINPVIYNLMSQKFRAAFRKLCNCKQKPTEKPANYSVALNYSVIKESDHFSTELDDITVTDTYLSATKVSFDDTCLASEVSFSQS
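Enhancer read-out: after compound pinning and an initial kinetic agonist-mode read, an EC20 of TRH (10 nM final) was injected and fluo-8 calcium signal (Ex 480/Em 530) followed at 1 s/cycle for 100 cycles in TRHR-expressing cells.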
TRHR agonist: qHTS for Small Molecule Agonists and Allosteric Enhancers of Human TRH Receptor: Primary Screen for Agonists; Thyrotropin-releasing hormone receptor (Homo sapiens), P34981; TRHR cells, calcium flux fluo-8, FDSS agonist mode; activation, % at 2 µM; actives 0.18% (n = 360,000); AID 493084, 2011; in the data active = activation above about 30%; also: 0% is about no effect
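Steps: seed TRHR cells overnight; add fluo-8 no-wash Ca dye, RT 30 min–1.5 h; record 10 s baseline; pin-transfer compounds; monitor fluorescence 1 cycle/s for the agonist window. Calcium increases flag candidate agonists.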
D2 agonist: HTS Assay for Allosteric Agonists of the Human D2 Dopamine Receptor: Primary Screen for Agonists; D(2) dopamine receptor (Homo sapiens), P14416; HEK293 T-REx D2 cells, calcium flux agonist mode; activation, % at 2 µM; actives 0.53% (n = 340,000);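 active = activation over 3 SD above normal in the single-dose calcium agonist read, cut at about 30% in these data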; also: 0% is about no effect
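Calcium-flux readout, 1 cycle/sec over 180 s following compound pin transfer, in inducible HEK293 Trex D2 cells (force-coupled); dopamine controls included. Positive calcium responses during this window marked compounds as potential agonists.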
TrxR1 substrate: qHTS Assay for Substrates of Mammalian Selenoprotein Thioredoxin Reductase 1 (TrxR1): qHTS; Thioredoxin reductase 1, cytoplasmic (Rattus norvegicus), O89049; purified TrxR1 substrate turnover, NADPH consumption readout; Potency, µM (series often up to 114 µM), for inactives: top-dose activity change, negative = substrate turnover; actives 0.01% (n = 390,000); also: potency is read from the fitted curve at half-maximal effect; % is scaled to controls: 0 for no effect and ±100 for the full control effect; nearly all actives have a fitted effect of over 50% in size
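Rat TrxR1, dispensed at 90 nM, was prereduced with 400 uM NADPH (final) for 5 min at ~22 deg C, then incubated with compound 15 min before 400 uM selenite. A first-read NADPH fluorescence drop versus no-compound background flagged substrates.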
D2 antagonist: HTS Assay for Allosteric Antagonists of the Human D2 Dopamine Receptor: Primary Screen for Antagonists. actives 2% (n = 340,000). HEK293 TREx D2 cells, calcium flux, dopamine EC80. AID 485344, 2010. inhibition, % at 10 µM; in the data active = inhibition above about 30%; also: 0% is about no effect
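Calcium mobilization kinetics were recorded at 1 s intervals in tetracycline-induced HEK293 T-REx D2 cells, first for 180 s after compound addition and then 180 s after EC80 dopamine.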
mIDH1 inhibitor: qHTS for Inhibitors of mutant isocitrate dehydrogenase 1 (IDH1): qHTS. Isocitrate dehydrogenase [NADP] cytoplasmic (Homo sapiens), O75874. IDH1-R132H enzyme, NADPH consumption, diaphorase/resazurin fluorescence. Potency, µM (highest dose often 76.6 µM), for inactives: at the top dose activity change, negative = inhibition, actives largely listed as inhibitors. actives 0.093% (n = 390,000); also: potency is read from the fitted curve at half-maximal effect; % is scaled to controls: 0 for no effect and ±100 for the full control effect; nearly all actives have a fitted effect of over 65% in size
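IDH1-R132H (0.5 ug/mL dispensed) in pH 7.5 Tris buffer was preincubated 30 min with compound, then given a substrate mix of 0.016 mM NADPH and 2 mM alpha-KG for 80 min at room temperature; remaining NADPH was read by diaphorase/resazurin fluorescence.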
Pin1 inh: qHTS Assay to Find Inhibitors of Pin1 | Pin1 FP peptide displacement, HiFluor488, 10 min | Potency, µM (series often up to 115 µM), for inactives: at the highest dose activity, negative = inhibition, hits mostly inhibitors | AID 504891, 2011 | actives 0.009% (n = 390,000) | Peptidyl-prolyl cis-trans isomerase NIMA-interacting 1 (Homo sapiens), Q13526; active = well fitted inhibition curve with a large enough effect in the polarisation, with a control signal flat, not every such curve was filed as active; inconclusive = small, poorly fitted or top-dose-only effect, or effect the other way, or a change in a side signal; inactive = no such curve, though single readings can be large or run the other way; the % refers to the polarisation; also: potency is read from the fitted curve at half-maximal effect; % is scaled to controls: 0 for no effect and ±100 for the full control effect
Target sequence (Q13526 whole entry, looked up): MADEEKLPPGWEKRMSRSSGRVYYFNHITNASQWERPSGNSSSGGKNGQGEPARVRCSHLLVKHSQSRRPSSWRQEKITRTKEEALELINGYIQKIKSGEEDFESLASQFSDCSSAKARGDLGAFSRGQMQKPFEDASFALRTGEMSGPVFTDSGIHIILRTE
USP1 inh: Inhibitors of USP1/UAF1: Primary Screen. Ubiquitin carboxyl-terminal hydrolase 1 (Homo sapiens), O94782. recombinant USP1/UAF1, Ub-Rhodamine cleavage fluorescence. Potency, µM (highest dose often 57.1 µM), for inactives: at the highest dose activity change, negative = inhibition, usual class: inhibitors. actives 0.23% (n = 390,000); also: potency is read from the fitted curve at half-maximal effect; % is scaled to controls: 0 for no effect and ±100 for the full control effect; nearly all actives have a fitted effect of over 60% in size; inactives centre near -12
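USP1/UAF1 complex at 1 nM was preincubated with compound for 15 min at room temperature, then Ub-Rho substrate (150nM final) was added. Fluorescence (480/540 nm) was read kinetically, 6 reads every 60 seconds.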
An asterisk follows results filed as active; ? = inconclusive; / = not tested or not shown; [ ] = remark or other dose. Unless noted, calls follow the shape of the dose curve; as a rule, active = well fitted inhibition curve with a large enough effect; inconclusive = small, poorly fitted or top-dose-only effect; inactive = no such curve, though single readings can be large or run the other way. An excerpt, so the mix of outcomes need not match the whole.

SMILES	TrxR1 inh	TRHR enhancer	TRHR agonist	D2 agonist	TrxR1 substrate	D2 antagonist	mIDH1 inhibitor	Pin1 inh	USP1 inh
CC(C)CN(C(=O)CN1CCN(c2ccc(O)cc2)CC1)c1c(N)n(CC(C)C)c(=O)[nH]c1=O	3%	2	1.6	0.7	1%	-22	3%	-10%	-8%
O=C(NNC(=O)c1cccc2ccccc12)c1ccc(Cl)cc1	-8%[11.4 µM]	/	/	/	-6%[11.4 µM]	/	4%	-2%	-25%
CS(=O)c1ccccc1COC(=O)Nc1ccc(Cl)cc1 (configuration not stated)	5%[57.1 µM]	-4	-0.7	/	2%[57.1 µM]	/	3%	-3%	-7%
Cc1ccc(S(=O)(=O)N2CCN(C(=O)N3CCCC3)CC2)cc1	14%	2	-0.3	/	-1%	/	-1%	2%	-12%
Cc1ccc(Sc2c(C#N)c(-c3ccccc3)nn2C)cc1	10%	-9	2.0	/	6%	/	1%	6%	-16%
Cc1[nH]n(C)c(=O)c1C(=O)c1c(-c2ccccc2Cl)noc1C	-7%	1	0.2	-0.2	2%	-7	-3%	7%	-18%
O=C(O)c1cc([N+](=O)[O-])ccc1NCc1ccccc1Cl	16%[57.1 µM]	-2	0.2	0.2	-3%	-8	7%	-12%	-17%
CCc1ccc(-c2cc(C)no2)cc1S(=O)(=O)NC(C)Cc1ccco1 (configuration not stated)	-4%	-7	0.1	0.2	-5%	5	5%	1%	-26%
Cn1ccnc1SCc1cccc([N+](=O)[O-])c1	-5%	-3	-0.1	2.7	-9%	4	-2%	7%	-8%
C=CCSc1nc2c(c(=O)[nH]c(=O)n2C)n1CC	-8%[57.1 µM]	-2	0.3	0.1	7%[57.1 µM]	-1	9%	-5%	-5%
CS(=O)(=O)c1ccc2nc(NC3(C(F)(F)F)N=C4SCCN4C3=O)sc2c1 (configuration not stated)	46%[activator][57.1 µM]	0	0.1	0.0	4%	-7	6%	-5%	-7%
Cc1cc(C2=NNC(=NC3CC3)SC2)c(C)n1-c1ccccc1F	-9%	-5	1.0	-0.1	-16%	3	?	9%	-14%

Already shown: three of the compounds above.
SMILES	TrxR1 inh	TRHR enhancer	TRHR agonist	D2 agonist	TrxR1 substrate	D2 antagonist	mIDH1 inhibitor	Pin1 inh	USP1 inh
C=CCSc1nc2c(c(=O)[nH]c(=O)n2C)n1CC	-8%[57.1 µM]	-2	0.3	0.1	7%[57.1 µM]	-1	9%	-5%	-5%
CS(=O)(=O)c1ccc2nc(NC3(C(F)(F)F)N=C4SCCN4C3=O)sc2c1 (configuration not stated)	46%[activator][57.1 µM]	0	0.1	0.0	4%	-7	6%	-5%	-7%
Cc1cc(C2=NNC(=NC3CC3)SC2)c(C)n1-c1ccccc1F	-9%	-5	1.0	-0.1	-16%	3	?	9%	-14%

Carrying on.
SMILES	TrxR1 inh	TRHR enhancer	TRHR agonist	D2 agonist	TrxR1 substrate	D2 antagonist	mIDH1 inhibitor	Pin1 inh	USP1 inh
CCc1ccc2ncc3c(-c4ccc(C)cc4)nn(CC(=O)Nc4ccc(C)cc4)c3c2c1	38%[57.1 µM]	9	0.9	0.5	8%[57.1 µM]	/	1%	-2%	-31%
CC(Sc1nnnn1C)C(=O)Nc1ncc(Cl)cc1Cl (configuration not stated)	10%	2	-0.1	-0.2	0%	-15	-3%	1%	-11%
COc1ccccc1CNC(=O)CC(c1ccc(OC)c(OC)c1)N1Cc2ccccc2C1=O (configuration not stated)	0%	-9	0.1	0.5	-2%	/	0%	1%	-3%
CCc1ccc(C(=O)NNC(=O)[C@H](C)NC(=O)c2ccco2)cc1	-14%	/	/	/	-6%	/	13%	-1%	-22%
O=C(CCN1CCOCC1)c1ccc(N2CCCCC2)cc1	?	1	0.6	2.0	0%[57.1 µM]	10	8%	0%	-11%
Oc1ccc(-c2nc(-c3ccccc3)c(-c3ccc(Br)cc3)[nH]2)cc1	14%	-5	-0.4	-1.7	16%	/	-8%	1%	12%
Cc1nn(Cc2ccc(F)cc2)c(Cl)c1/C=N/NC(=O)c1cccnc1	28%	5	0.0	-0.3	1%	-10	-3%	2%	-11%
COc1ccc(Cn2c(CO)cnc2SCC(=O)NCc2ccco2)cc1	9%[57.1 µM]	6	0.1	0.5	3%[57.1 µM]	/	-2%	-6%	-2%
O=[N+]([O-])c1ccc2[nH]c(O)c(N=Nc3ccc(F)cc3)c2c1	-21%	-13	-0.4	/	-5%	/	-6%	-1%	-9%
COc1cccc(/C=N/NC(=O)c2nnn(-c3nonc3N)c2CN(C)c2ccccc2)c1	7%	17	-0.6	1.3	-11%	-4	-2%	11%	-12%
CCN1CCN(C(=O)NC2CCCCC2)CC1	12%	3	0.7	-0.3	3%	-7	-1%	5%	-7%
CCOC(=O)C1C(c2ccc(O)c(OC)c2)NC(=O)NC1(O)C(F)(F)F (configuration not stated)	17%	12	1.1	0.6	5%	2	7%	0%	-20%
Cc1ccc(S(=O)(=O)c2cnc(SCC(=O)Nc3ccc4c(c3)OCCO4)[nH]c2=O)cc1C	-11%	1	-0.2	-0.3	-10%	/	-6%	?	-26%
NC(=O)COc1ccc(Cc2ncc(C(F)(F)F)cc2Cl)cc1	23%[57.1 µM]	-2	-1.0	-1.7	5%[57.1 µM]	16	1%	-2%	?
CCOc1ccc(OCCC(=O)N2CCc3cc(OC)c(OC)cc3C2)cc1	17%	-2	0.0	-0.9	5%	-4	-7%	-2%	-27%
O=C(OC(C(=O)NCc1ccc(F)cc1)c1ccccc1)c1ccco1 (configuration not stated)	19%[57.1 µM]	3	0.2	-0.4	10%[57.1 µM]	-9	-3%	2%	-9%
O=C(NCc1ccc2c(c1)OCO2)C1CC(c2cccc(Br)c2)=NO1 (configuration not stated)	5%	3	0.1	/	-4%	/	7%	-3%	-17%
Cc1nc(NC(=O)c2cccc(Cl)c2)sc1C(=O)N1CCCCC1	8%	11	-0.4	1.0	-6%	3	-4%	-2%	-9%
CCOC(=O)c1ccc(NC(=O)C(CC)Sc2nnc3c4ccccc4n(C)c3n2)cc1 (configuration not stated)	14%	5	-1.3	-1.8	2%	/	-7%	-12%	-2%
Cc1ccc(C(=O)Nc2cccc(NC(=O)c3ccc(C)o3)n2)o1	8%	5	-0.4	-1.7	0%	8	-2%	1%	-18%
Cc1cc2ccccc2n1CCNC(=O)c1cccs1	14%[57.1 µM]	-8	7.2	2.8	9%[57.1 µM]	-2	-8%	/	-9%
Cc1ccccc1OCC(=O)Nc1ccc(OCc2cc(=O)n3ccccc3n2)cc1	24%[57.1 µM]	0	-0.1	-2.7	12%[57.1 µM]	/	22%	-4%	-15%
CCOC(=O)c1nnc(-c2ccccc2)nc1NCc1ccc(Cl)cc1	6%	-3	2.0	1.7	5%[57.1 µM]	7	4%	-1%	-11%
Cc1csc(NC(=O)c2cc[n+]([O-])cc2)n1	7%	2	0.4	2.0	-10%	-6	5%	-5%	-13%
COc1ccc(C(=O)NNS(=O)(=O)c2ccccc2)cc1	10%	0	0.6	1.0	0%	-5	5%	-1%	-14%
COc1ccc2oc(C(=O)NCC(Cc3ccccc3)N(C)C)c(C)c2c1 (configuration not stated)	9%	4	0.5	1.4	25%	-1	-2%	1%	-9%
C=CCn1c(CCC(O)COCCCCC)n[nH]c1=S (configuration not stated)	18%[2.29 µM]	-6	-1.6	0.3	8%[2.29 µM]	4	0%	-5%	2%
BrC(=C\c1ccccc1)/C=N/Nc1nc(N2CCOCC2)nc(N2CCOCC2)n1	-42%	13	0.0	1.0	-12%[57.1 µM]	-20	12%	1%	-4%
O=C(COC(=O)CNC(=O)c1ccc(Br)o1)Nc1ccccc1OC(F)F	19%	-3	-0.6	/	-1%	/	0%	-5%	-22%
CC(C)c1ccc(/C=C(/C#N)c2nnc(NC(=O)c3ccccc3)s2)cc1	20%[57.1 µM]	-7	5.9	0.5	8%[57.1 µM]	-5	19%	26%	-17%
Cc1cc(F)ccc1NC1(c2ccccc2)C(=O)c2ccccc2C1=O	10%	14	-0.4	-1.9	0%	/	0%	-3%	-23%
CCCCSc1n[nH]c(N)n1	25%	4	0.4	0.3	2%	4	7%	-7%	-10%
N#CC1=C(N)Oc2cc(N)ccc2C1c1cccc(F)c1 (configuration not stated)	10%	-4	0.5	0.2	-4%	2	0%	0%	0%
O=C(NC(=S)Nc1ccc(-c2ccc(CO)o2)cc1)c1cccs1	?	8	0.2	-1.3	-2%	2	3%	102%[activator]	-18%
C[C@H](NC(=O)c1ccco1)C(=O)NCc1cccs1	18%	-2	0.1	-0.2	7%	20	1%	-8%	-21%
COc1ccc(CCNc2ccc(C(CC(N)=O)NC(=O)Cc3ccc(Br)cc3)cc2[N+](=O)[O-])cc1 (configuration not stated)	24%[57.1 µM]	2	0.8	2.1	-6%	6	-1%	?	-21%
CC(O)CNCCOc1cccc(Oc2ccccc2)c1 (configuration not stated)	4%[57.1 µM]	2	-0.4	0.6	6%[57.1 µM]	-19	-1%	-1%	-14%
O=C(O)C1=CC[C@@H](c2ccc(Cl)cc2)N(S(=O)(=O)c2ccc(Cl)cc2)[C@H]1c1cccc(Cl)c1	2%[57.1 µM]	-5	-0.2	/	6%[57.1 µM]	/	-10%	/	10%
